Screening data (PubChem)
FAS TE block – FAS thioesterase domain inhibitors, primary screen, biochemical, fluorescence intensity, uHTS; recombinant FAS-TE, OMFH fluorogenic substrate, fluorescence endpoint; Fatty acid synthase (Homo sapiens), P49327; AID 602261, 2012; inhibition, % at 15 µM; actives 0.67% (n = 360,000);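 active = compounds whose normalised, plate-corrected inhibition of enzyme fluorescence in the single-dose primary screen is 50% or more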;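 also: 0% = DMSO with enzyme and 100% = substrate without enzyme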
E coli Lon inh – inhibitors of E. coli Lon protease, primary screen, biochemical, fluorescence polarization; P0A9M0; purified E. coli Lon protease; inhibition, % at 7.94 µM; actives 0.42% (n = 360,000); AID 602123, 2011; in the data active = inhibition above about 13%, passing the limit was not always enough;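 also: 0% = enzyme with probe and DMSO and 100% = no enzyme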
Target sequence (P0A9M0 whole entry, looked up): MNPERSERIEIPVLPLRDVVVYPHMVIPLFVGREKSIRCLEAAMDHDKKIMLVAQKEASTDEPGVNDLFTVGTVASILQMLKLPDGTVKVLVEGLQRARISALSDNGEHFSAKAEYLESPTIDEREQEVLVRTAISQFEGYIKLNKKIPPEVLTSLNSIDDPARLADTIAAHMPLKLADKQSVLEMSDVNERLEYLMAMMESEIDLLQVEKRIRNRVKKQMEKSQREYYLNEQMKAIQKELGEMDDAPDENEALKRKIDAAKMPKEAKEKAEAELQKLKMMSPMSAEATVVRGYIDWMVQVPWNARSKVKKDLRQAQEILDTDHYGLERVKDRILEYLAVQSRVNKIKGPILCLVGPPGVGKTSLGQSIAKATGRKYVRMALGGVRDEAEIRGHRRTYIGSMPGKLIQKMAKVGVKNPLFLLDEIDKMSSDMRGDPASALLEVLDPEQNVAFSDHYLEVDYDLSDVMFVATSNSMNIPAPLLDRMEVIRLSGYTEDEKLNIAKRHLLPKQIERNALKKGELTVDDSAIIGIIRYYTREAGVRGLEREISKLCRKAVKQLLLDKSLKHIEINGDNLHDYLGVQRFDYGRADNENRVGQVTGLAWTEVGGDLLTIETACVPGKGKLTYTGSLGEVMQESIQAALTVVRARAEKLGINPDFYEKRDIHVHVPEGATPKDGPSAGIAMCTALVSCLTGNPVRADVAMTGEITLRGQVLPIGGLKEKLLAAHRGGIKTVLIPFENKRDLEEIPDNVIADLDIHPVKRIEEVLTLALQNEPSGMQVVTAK
MsrA inh – bovine MsrA enzyme inhibitors, primary screen, biochemical, absorbance, HTS | AID 651718, 2012 | Methionine sulfoxide reductase A (Bos taurus) | actives 0.75% (n = 360,000) | inhibition, % at 15.5 µM | purified bovine MsrA, absorbance read-out; in the data active = inhibition above about 4.5%;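 also: 0% = vehicle wells with enzyme and 100% = reference inhibitor wells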
MLLE-PAM2 inh – inhibitors of PABP1 MLLE–PAM2 peptide binding, primary screen, biochemical, fluorescence polarization, FITC-PAM2, GST-MLLE; Polyadenylate-binding protein 1 (Homo sapiens), P11940; inhibition, % at 20 µM; actives 0.36% (n = 360,000); AID 588489, 2011; in the data active = inhibition above about 35%, passing the limit was not always enough;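 also: plate controls were DMSO wells with GST-MLLE for no effect and wells lacking GST-MLLE protein for full effect; some results filed as inactive read as strong as hits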
bovine MsrA act – bovine MsrA enzyme activators, primary screen, biochemical, absorbance, HTS; Methionine sulfoxide reductase A (Bos taurus); purified bovine MsrA, absorbance read-out; activation, % at 10.6 µM; actives 0.3% (n = 360,000); AID 602163, 2012; in the data active = activation above about 7.5%;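 also: 0% = vehicle and 100% = reference activator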
Rin1 Abl inh – inhibitors of Rin1-Abl protein binding, primary screen, biochemical, TR-FRET; actives 0.4% (n = 360,000); inhibition, % at 7.35 µM; Tyrosine-protein kinase ABL1 (Homo sapiens) + Ras and Rab interactor 1 (Homo sapiens), …; in the data active = inhibition above about 5%, passing the limit was not always enough
TbMetRS inhib – T. brucei MetRS inhibitors, primary screen, biochemical, luminescence; methionyl-tRNA synthetase (Trypanosoma brucei brucei); purified T. brucei MetRS, ATP depletion, Kinase-Glo luminescence; inhibition, % at 11.9 µM; actives 0.4% (n = 360,000);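 active = inhibition above a per-plate cutoff of the control wells' mean inhibition plus 3 SD, cut at about 5.5% in these data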;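 also: 0% = DMSO wells median and 100% = median of wells with control inhibitor compound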
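Measured by: Kinase-Glo luciferase luminescence reporting remaining unconsumed ATP. Material: purified T. brucei MetRS enzyme. Doses: 11.9 µM compound single dose, 0.9% DMSO. Medium: HEPES buffer containing pyrophosphatase, BSA, spermine, DTT. Times: 15 min preincubation, 2 h reaction, all 25 °C. Reagent: methionine, ATP and bulk E. coli tRNA.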
CSN deneddyl inh – inhibitors of CSN-mediated cullin deneddylation, primary screen, biochemical, fluorescence polarization, uHTS; actives 0.38% (n = 360,000); COP9 signalosome complex subunit 5 (Homo sapiens), Q92905; inhibition, % at 12.5 µM; AID 651999, 2013; Purified CSN, SCF-Nedd8-OG deneddylation;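 active = pattern-corrected inhibition above about 35%, with an unprinted fluorescence ratio check between 0.5 and 1.5, limit read from the data, passing the limit was not always enough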;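 also: 0% = enzyme with substrate and 100% = substrate without enzyme; some results filed as inactive read as strong as hits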
Target sequence (Q92905 whole entry, looked up, one chain of several): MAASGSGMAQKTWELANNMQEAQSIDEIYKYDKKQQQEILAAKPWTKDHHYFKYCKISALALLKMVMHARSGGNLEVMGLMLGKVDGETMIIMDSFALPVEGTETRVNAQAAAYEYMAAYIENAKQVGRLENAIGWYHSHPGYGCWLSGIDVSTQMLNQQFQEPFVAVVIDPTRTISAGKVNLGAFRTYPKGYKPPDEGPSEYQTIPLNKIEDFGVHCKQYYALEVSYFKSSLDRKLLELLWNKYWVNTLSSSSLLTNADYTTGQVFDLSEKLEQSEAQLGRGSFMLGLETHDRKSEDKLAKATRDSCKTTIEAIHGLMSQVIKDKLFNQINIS
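Assay system: purified human Csn5 enzyme expressed in HEK293T cells; measure: % inhibition; also added: SCFSkp2-Nedd8OG substrate at 10 nM final; technique: fluorescence polarization; times: reaction 90 min, room temperature; medium: Tris buffer pH 7.5, NaCl, DTT, Tween-20, trehalose, ovalbumin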
Neddylation inh – inhibitors of cullin neddylation, primary screen, biochemical, TR-FRET, uHTS, NAE and Ubc12 | NEDD8-conjugating enzyme Ubc12 (Homo sapiens) + NEDD8-activating enzyme E1 regulatory … | actives 0.58% (n = 360,000) | AID 651699, 2012 | calls only at 25 µM; in the data active = inhibition above about 36%
Active calls of the source: *; i = inactive; · = not tested or not shown; + = active, no number.

SMILES	FAS TE block	E coli Lon inh	MsrA inh	MLLE-PAM2 inh	bovine MsrA act	Rin1 Abl inh	TbMetRS inhib	CSN deneddyl inh	Neddylation inh
O=c1[nH]c2ccc(Cl)cc2c(-c2ccccc2)c1N1CCN(CCO)CC1	-1	2	1.3	-5	-1	-2	0.3	8	·
Cc1ccc(N(Cc2ccc([N+](=O)[O-])cc2)C(=O)c2ccco2)cc1	11	-6	0.0	-3	-3	-2	-0.9	-6	i
CCCCOc1ccc(N2CC(C(=O)NCc3ccco3)CC2=O)cc1 (stereo not drawn)	-2	2	0.4	1	-2	4	-0.5	-10	i
CCCCC(=O)NC(=S)NNC(=O)CC	-2	0	1.1	29	-3	0	-0.3	-5	i
COc1ccc(CCNC(=O)c2c(-c3ccccc3)noc2C)cc1OC	-8	-1	0.5	178	-2	5	-0.3	6	i
O=C(Nc1ccc2nc3n(c(=O)c2c1)CCCCC3)c1ccccc1[N+](=O)[O-]	-7	1	0.8	3	-7	-1	-0.6	1	i
CC(Sc1nnc(-c2cccnc2)n1-c1ccccc1)C(=O)NCc1ccc2c(c1)OCO2 (stereo not drawn)	-1	-1	-1.1	-1	-1	7	-0.4	3	i
Nc1nc(SCC(=O)Nc2ccccc2Sc2ccccc2)n[nH]1	-12	-9	0.6	-11	-2	-3	-1.0	0	i
CCOC(=O)c1ccc(N2C(=O)C3ON(c4ccccc4)C(c4ccco4)C3C2=O)cc1 (stereo not drawn)	5	-4	·	-6	4	2	-0.4	-5	i
COc1ccc(Cl)cc1NC(=O)CCN1CCOCC1	-3	-7	-1.1	-11	-4	1	-0.4	1	i
NC(=S)Cc1nc(-c2ccc(Cl)cc2)cs1	0	-6	-0.8	14	-3	0	-0.2	4	i
CCO[C@H]1c2c(ccc3ccc(=O)oc23)OC(C)(C)[C@H]1O	-13	0	1.3	4	-5	-2	-0.1	-1	+
CCc1nc2ccccc2c(C(=O)Oc2ccc(C(=O)OC)cc2)c1C	-6	-1	1.6	6	-3	3	-0.1	4	i
CCOc1cc(/C=N/NC(=O)c2nn(C)cc2Br)ccc1OCc1ccccc1	8	9	-0.1	-7	-2	-3	0.1	4	i
COc1ccccc1NC(=S)NNC(=O)c1ccncc1	-10	3	2.2	20	-8	3	-1.1	3	i
CC1(C)CC(=O)C2=C(C1)NC1=C(C(=O)c3ccccc31)C2c1ccc(O)cc1 (stereo not drawn)	1	0	0.8	15	-3	-5	0.8	4	i
COc1ccc(C(C(=O)NCC2CCCO2)N(Cc2ccccc2)C(=O)c2snc(C(N)=O)c2N)cc1OC (stereo not drawn)	-2	-1	1.3	-1	-2	3	-0.3	1	i
CCOC(=O)C1CCN(Cc2ccccc2C(F)(F)F)CC1	0	-1	-0.2	5	0	0	0.0	2	i
Cc1ccc(Cl)cc1N1CCN(C(=O)Cc2c(C(=O)O)[nH]c3ccccc23)CC1	-4	-12	-0.2	-9	-2	1	-0.2	3	i
O=C(O)/C=C/C(=O)N1CCN(c2ccccc2F)CC1	-8	-5	-0.2	11	-5	-3	-0.1	-13	i
COc1ccccc1NC(=O)CSc1nnc(Cc2ccccc2)o1	-3	-3	0.5	-119	-4	3	-0.8	1	i
O=C1NC[C@H](CCCCN2C[C@H](Cc3ccccc3)N(CCc3ccc(O)cc3)C(=O)C2=O)N(CCC2CCCCC2)C1=O	13	-1	-0.2	·	-1	·	0.2	-3	i
Cc1cccc(CN2CCN(C3CN(Cc4ccccc4)S(=O)(=O)C3)CC2)c1 (stereo not drawn)	-13	-9	0.5	2	-3	6	-0.1	-10	i
COC(=O)Cc1nc(Nc2ccccc2)sc1C	0	3	3.4	-5	-7	-2	-0.2	0	i
CC(=O)c1ccc(NC(=O)c2cc(C)nc3ccccc23)cc1	-2	6	0.1	3	-2	-2	0.2	-1	i

Shown as a hit in Neddylation inh, of those listed so far:
molecule | E coli Lon inh | MsrA inh | MLLE-PAM2 inh | bovine MsrA act | Rin1 Abl inh | TbMetRS inhib | CSN deneddyl inh | Neddylation inh
CCO[C@H]1c2c(ccc3ccc(=O)oc23)OC(C)(C)[C@H]1O | 0 | 1.3 | 4 | -5 | -2 | -0.1 | -1 | +

Retrieved one by one from the entries so far (three):
SMILES	FAS TE block	E coli Lon inh	MsrA inh	MLLE-PAM2 inh	bovine MsrA act	Rin1 Abl inh	TbMetRS inhib	CSN deneddyl inh	Neddylation inh
CCO[C@H]1c2c(ccc3ccc(=O)oc23)OC(C)(C)[C@H]1O	-13	0	1.3	4	-5	-2	-0.1	-1	+
CCOc1cc(/C=N/NC(=O)c2nn(C)cc2Br)ccc1OCc1ccccc1	8	9	-0.1	-7	-2	-3	0.1	4	i
O=C(Nc1ccc2nc3n(c(=O)c2c1)CCCCC3)c1ccccc1[N+](=O)[O-]	-7	1	0.8	3	-7	-1	-0.6	1	i

(list continues)
SMILES	FAS TE block	E coli Lon inh	MsrA inh	MLLE-PAM2 inh	bovine MsrA act	Rin1 Abl inh	TbMetRS inhib	CSN deneddyl inh	Neddylation inh
CC(CNc1ccc([N+](=O)[O-])cc1)NC(=O)c1ccccc1Br (stereo not drawn)	5	-1	0.1	-8	-14	-2	-1.0	-5	i
COc1cccc(CNS(=O)(=O)c2c(C)nc3sccn3c2=O)c1	-4	5	0.9	-17	-1	0	0.6	-3	i
O=C1CSC(c2ccc(Cl)cc2)N1Nc1nc(N2CCOCC2)nc(N2CCOCC2)n1 (stereo not drawn)	8	0	-1.2	-13	-4	2	1.1	-12	i
CCOc1ccccc1NC(=O)Cn1nnc(C(=O)NCCc2ccc(OC)c(OC)c2)c1N	-1	7	0.2	2	-2	-2	1.9	-3	i
CCOC(=O)c1cc(C#N)c(N2CCN(C)CC2)nc1-c1ccccc1	0	8	-0.3	9	-2	-1	-0.9	-4	i
O=C(Nc1ccc(S(=O)(=O)N2CCOCC2)cc1)c1cccs1	-2	-1	-0.7	-13	-4	2	-0.3	2	i
Fc1ccc(COc2ccc(-c3nnco3)cc2)c(Cl)c1	6	9	0.6	-2	-3	-3	-0.1	2	i
CCOC(=O)C1C(C)=CC(=O)CC1c1ccco1 (stereo not drawn)	-7	7	-0.4	5	1	-1	0.4	-6	i
CN(C)c1ccc(/C=C/C=N/Nc2nc(N3CCOCC3)nc(N3CCOCC3)n2)cc1	4	-8	6.0*	-5	-3	-1	0.2	-1	·
COCCOC(=O)C1=C(C)NC2=C(C(=O)CCC2)C1c1cc2c(cc1Br)OCO2 (stereo not drawn)	-3	3	1.4	36	-1	0	0.0	-10	i
O=C(/C=C/Nc1ccc(F)cc1F)c1ccco1	0	-11	2.4	-70	-7	3	-0.7	-1	i
O=[N+]([O-])c1cc(C(F)(F)F)ccc1NCCCN1CCOCC1	0	-4	-0.4	3	1	-4	-0.4	-3	i
C[C@H](NC(=O)NCCc1ccccc1)C(=O)O	-6	-8	0.1	-5	1	-1	-0.6	-5	i
COc1cccc(NC(=O)CN(C)C(=O)c2cn(-c3ccccc3)nc2-c2cccs2)c1	21	3	0.2	-6	-3	1	-0.5	-1	i
COc1ccc(OC)c(NC(=O)CSC2=C(C#N)C(c3ccco3)C3=C(CCCC3=O)N2)c1 (stereo not drawn)	2	0	-0.5	10	-2	-2	-0.2	6	i
CCN(CC)S(=O)(=O)c1ccc(NC(=O)C2c3ccccc3Oc3ccccc32)cc1	35	4	-0.3	17	1	1	0.1	2	i
CC(C)(C)NC(=O)CN(C(=O)C(=O)Nc1ccc2c(c1)OCCO2)C(C)(C)C	-6	-1	-0.7	-3	-6	-3	-0.7	-2	i
CCc1ccc(CNc2ccc3c(c2)ncn3CC)cc1	-6	5	-0.7	11	-3	4	-0.2	5	i
CCn1c(SCc2nc3ccccc3[nH]2)nnc1-c1ccc(OC)cc1	-8	-2	0.2	-17	-2	-1	1.5	3	i
Cc1nc(NC(=O)CN2CCOCC2)sc1C(=O)N(C)C	-5	9	1.0	-11	-5	-1	-0.2	-1	i
O=C(c1cc(=O)[nH]c2ccccc12)N1CCN(S(=O)(=O)c2ccc(Cl)cc2)CC1	1	-6	0.6	-2	-1	-1	-0.2	-7	i
Cn1ncc(Br)c1C(=O)N1CCN(C(=O)c2ccco2)CC1	-10	-4	0.2	8	-1	0	0.2	-6	i
COc1cccc(CC(=O)OC(C)C(=O)NCc2ccc3c(c2)OCO3)c1 (stereo not drawn)	-3	1	-0.6	-3	1	3	-0.3	-4	i
CC1(C(=O)NCCC(F)(F)F)Cc2c(-c3cccc(C(F)(F)F)c3)ccnc2O1 (stereo not drawn)	6	-5	-0.2	-4	2	1	-0.2	1	i
Brc1ccccc1-n1nnc(-c2cnc3ccccc3c2)n1	27	-8	1.6	-29	0	-2	-0.3	0	i

Later entries
SMILES	FAS TE block	E coli Lon inh	MsrA inh	MLLE-PAM2 inh	bovine MsrA act	Rin1 Abl inh	TbMetRS inhib	CSN deneddyl inh	Neddylation inh
O=C(N/N=C/c1ccc(F)cc1)c1cccc(NC(=O)c2ccccc2Cl)c1	2	-6	2.0	3	-1	-5	-0.2	3	i
CN(C(=O)COC(=O)CSc1ccc(C(N)=O)cc1[N+](=O)[O-])C1CCS(=O)(=O)C1 (stereo not drawn)	-7	4	0.2	11	-4	-1	-0.4	1	i
O=C(NCC1CCCO1)c1ccc(COc2ccccc2)o1 (stereo not drawn)	-6	1	0.1	3	-6	2	-0.6	0	i
Cn1cc(C(=O)NC2CCCCC2)c(=O)c2cc(S(=O)(=O)N3CCCC3)ccc21	19	-10	0.9	19	-4	0	0.7	4	i
O=C(NC(Cc1ccc(F)cc1)C(=O)O)c1ccccc1 (stereo not drawn)	-10	-1	0.3	-10	-5	-1	-0.5	-3	i
O=C(CC1Sc2ccccc2NC1=O)c1ccc(Br)cc1 (stereo not drawn)	-5	4	-1.6	-5	-4	3	0.2	1	i
COc1ccc(CC(=O)NNC(=O)c2cc(C)[nH]n2)cc1	-5	-2	-0.2	1	-8	2	-0.7	-1	i
COc1ccc(C(=O)NNC(=O)C2CCCO2)cc1 (stereo not drawn)	-3	-1	-2.8	2	-3	-3	-0.1	-1	i
CC1(C)Cc2c(sc(NC(=O)C(=O)N3CCOCC3)c2C(N)=O)CO1	-6	3	3.0	-5	-2	4	-0.5	-4	i
CCOC(=O)c1cnn(CCOC(=O)c2ccc(F)cc2)c1NC(=O)c1ccc(F)cc1	9	5	-1.6	3	-6	2	-0.5	0	i
COc1ccccc1CNC(=O)C1CCN(S(=O)(=O)c2ccc3c(c2)NC(=O)CO3)CC1	-3	-1	0.8	1	-2	1	0.3	-3	i
C[C@H](CO)N1C[C@H](C)[C@@H](CN(C)Cc2ccc(C(=O)O)cc2)Oc2ccc(NS(C)(=O)=O)cc2C1=O	-2	6	-0.9	-8	-9	1	0.2	2	i
COC(=O)CNC(=O)c1ccccc1	-4	-3	0.0	-6	-1	-2	-1.1	1	i
O=C(Nc1ccccc1Cl)N1CCCN(c2nc(-c3ccccc3)ns2)CC1	35	-9	1.7	-9	-4	0	-0.7	2	i
O=C(CN(C(=O)CNC(=O)c1cccs1)c1cccc(F)c1)NC1CCCC1	-3	-15	0.5	22	-4	1	0.0	5	i
